# ULK1 primary: inhibitors of human ULK1 kinase; AlphaScreen Atg13 phosphorylation by ULK1, luminescence; O75385; inhibition, % at 5.96 µM; 1.9% of 30,000 active; in the data active = inhibition above about 43%;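 note: 0% = median of compound wells and 100% = no enzyme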
# Target sequence (O75385 whole entry, looked up): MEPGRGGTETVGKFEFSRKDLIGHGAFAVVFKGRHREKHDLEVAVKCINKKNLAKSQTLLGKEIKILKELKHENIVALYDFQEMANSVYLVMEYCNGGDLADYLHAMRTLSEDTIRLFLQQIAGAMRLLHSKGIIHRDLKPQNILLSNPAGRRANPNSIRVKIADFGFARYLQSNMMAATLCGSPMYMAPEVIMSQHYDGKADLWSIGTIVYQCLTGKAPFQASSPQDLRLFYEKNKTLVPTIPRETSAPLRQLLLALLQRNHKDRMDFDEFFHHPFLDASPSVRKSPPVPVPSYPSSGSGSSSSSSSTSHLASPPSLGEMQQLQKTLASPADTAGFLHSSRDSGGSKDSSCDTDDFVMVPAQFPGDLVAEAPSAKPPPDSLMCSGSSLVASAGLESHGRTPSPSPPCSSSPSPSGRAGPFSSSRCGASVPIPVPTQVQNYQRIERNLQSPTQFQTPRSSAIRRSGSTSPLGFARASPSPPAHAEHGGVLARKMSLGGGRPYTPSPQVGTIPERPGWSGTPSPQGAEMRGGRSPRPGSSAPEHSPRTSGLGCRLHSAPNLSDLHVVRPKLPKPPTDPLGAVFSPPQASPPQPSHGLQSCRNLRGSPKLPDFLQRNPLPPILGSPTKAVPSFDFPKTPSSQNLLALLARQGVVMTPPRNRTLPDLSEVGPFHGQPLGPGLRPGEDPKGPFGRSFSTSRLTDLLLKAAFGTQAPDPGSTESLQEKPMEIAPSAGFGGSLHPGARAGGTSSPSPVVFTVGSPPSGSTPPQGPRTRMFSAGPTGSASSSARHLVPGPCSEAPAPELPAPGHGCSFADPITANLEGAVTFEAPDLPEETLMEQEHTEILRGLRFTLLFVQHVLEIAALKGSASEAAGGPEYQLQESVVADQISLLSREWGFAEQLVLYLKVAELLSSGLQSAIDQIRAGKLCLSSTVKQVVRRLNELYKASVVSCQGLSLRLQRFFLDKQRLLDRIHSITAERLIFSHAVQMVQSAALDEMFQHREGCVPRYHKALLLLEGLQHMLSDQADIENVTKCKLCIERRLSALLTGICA
# ASK1 primary: human ASK1 kinase inhibition, primary screen | AlphaScreen MKK6 phosphorylation by ASK1, luminescence | inhibition, % at 7.44 µM | AID 1159602 | 0.99% of 22,000 active | Q99683; in the data active = inhibition above about 35%;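 note: 0% = median of compound wells and 100% = no enzyme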
# Starred values were filed as active, the others as inactive; nt = not tested or not shown. Compounds as they come; any-hit rate near 2.4%.
no.	canonical_smiles	ULK1 primary	ASK1 primary
1	O=C1CCCN1CCn1cnc2c(Nc3ccc(N4CCOCC4)cc3)nc(N3CCN(c4ccccn4)CC3)nc21	9	7
2	COc1cc(NC(=O)c2cccc(-n3cc(NC(=O)Cc4ccc(F)c(C(F)(F)F)c4)cn3)c2)cc(OC)c1OC	-34	11
3	COc1cc(NC(=O)c2cnc(-c3cccs3)s2)cc(OC)c1OC	19	11
4	C=CCn1c(=O)c2c(OCC)ccnc2n(C)c1=O	8	nt
5	CCN(CC)c1nc(NCc2cccnc2)nc(Nc2nc3ccccc3n2C)n1	-2	-12
6	Nc1cccc(-c2nccc(NCc3ccccc3)n2)c1	-9	-11
7	COC(=O)c1ccc(NC(C)=O)cc1OC	13	nt
8	CCCNC(=O)Cc1cn(-c2ccc(Nc3cc(OC)c(OC)c(OC)c3)nn2)c2ccccc12	4	4
9	c1ccc2[nH]c(CNc3nc(N4CCN(Cc5ccc6c(c5)OCO6)CC4)nc4c3ncn4-c3ccsc3)nc2c1	-3	2
10	FC(F)(F)c1ccc(Cn2cnc3c(NC4CCN(Cc5ccccc5)CC4)nc(N4CCC(N5CCOCC5)CC4)nc32)cc1	-15	18
11	CC(=O)c1cccc(-c2nc3ccc(C(=O)NCCN4CCOCC4)cc3s2)c1	6	-16
12	c1ccc(Nc2nc(NCc3nc4ccccc4[nH]3)c3ncn(-c4ccsc4)c3n2)nc1	32	8
13	O=C(O)c1ccc2c(c1)C1C=CCC1C(c1ccncc1)N2 (centres undefined)	4	nt
14	CN(C)c1cccc(Nc2nc3ncnc(NCc4cccc(C(F)(F)F)c4)c3[nH]2)c1	1	22
15	Cc1[nH]ncc1-c1ccc(NC(=O)CCc2ccccc2)cc1	-2	2
16	CN(C)c1cccc(Nc2ccc(N3CCC(C(N)=O)CC3)nn2)c1	5	-4
17	COc1ccc(-c2nc(Nc3ccc(Oc4ccccc4)cc3)c3ncn(-c4ccsc4)c3n2)cc1	-10	-7
18	O=C(NCCCN1CCCC1=O)c1cncc(-c2ccc(C(=O)NC3CC3)cc2)c1	-2	-3
19	COc1cc(Nc2nc(NC3CCN(Cc4ccccc4)CC3)c3ncn(Cc4ccc(C(F)(F)F)cc4)c3n2)cc(OC)c1OC	8	21
20	C=CCN1CCN(c2c(C)cccc2NC(=O)c2ccc(Br)o2)CC1	7	5

# The listing continues:
no.	canonical_smiles	ULK1 primary	ASK1 primary
21	COC(=O)c1ccc2c(c1)CC(c1nc3ccc(-c4ccnc(N)c4)cc3[nH]1)CO2 (centres undefined)	7	19
22	O=C(NC1CC1)c1ccc(-c2nc(NC3CCN(Cc4ccccc4)CC3)c3ncn(C4CCCCC4)c3n2)cc1	5	10
23	Cc1noc(C)c1-c1nccc(NCc2nc3ccccc3[nH]2)n1	-4	3
24	O=C(Nc1ccccc1)c1ccnc(Nc2ccccc2)c1	3	8
25	CC(C)N(CCNC(=O)c1cnc(NCc2cccnc2)s1)C(C)C	3	-17
26	CC(C)n1c(N2CCOCC2)nc2c(Nc3ccccc3)ncnc21	-9	2
27	NC(=O)c1ccc(-c2nc3ncnc(Nc4ccccc4)c3[nH]2)cc1	4	17
28	CC(=O)c1cccc(-c2ccc(C(=O)NC3CC3)s2)c1	5	-18
29	NC(C(=O)Nc1ccc(-c2ccnc3[nH]ccc23)cc1)c1ccc(F)cc1F (centres undefined)	28	7
30	COc1ccc(-c2nc(Nc3ccc(NC(C)=O)cc3)c3[nH]cnc3n2)cc1	-110	-5
31	NC(=O)c1ccccc1Nc1cc(Oc2ccccc2F)ncc1C(F)(F)F	-8	1
32	O=C(Cc1ccccc1)Nc1cnn(-c2cccc(C(=O)N[C@@H]3CCNC3)c2)c1	4	-1
33	COc1cc2nc(-c3ccccc3)nc(NCCc3ccc(O)cc3)c2cc1OC	-1	-4
34	COc1cc2nc(Nc3ccc(N4CCOCC4)cc3)nc(NCCN(C(C)C)C(C)C)c2cc1OC	14	16
35	COc1cccc(CN(CCCN2CCN(C)CC2)C(=O)Nc2ccc(-c3cn[nH]c3)cc2OC)c1	-6	-18
36	COc1ccc(CCNC(=O)c2cncc(-c3csc4ccccc34)c2)cc1	-3	-26
37	Cc1nn(C)c(C)c1-c1nc(C(=O)NCCCN2CCCC2=O)cs1	-3	4
38	COc1ccc(-c2nc(NCCN(C(C)C)C(C)C)nc(OC)n2)cn1	0	-2
39	CCCNc1cc(N2CCOCC2)ncn1	-3	-1
40	O=C(NC1CC1)c1ccc2nc(Nc3ccccc3)sc2c1	14	-8

# The results go on:
no.	canonical_smiles	ULK1 primary	ASK1 primary
41	O=C1CCCN1CCCNc1nc(Nc2ccc(N3CCOCC3)cc2)nc2c1ncn2Cc1ccc(C(F)(F)F)cc1	-9	12
42	O=C(O)c1ccoc1CN1CCOCC1	-1	nt
43	CN(C)c1cccc(Nc2nc(Nc3ccccc3)c3[nH]cnc3n2)c1	15	30
44	Cn1c(-c2ccc3c(c2)OCO3)cnc1NCc1ccccc1	-10	nt
45	CC(C)N=C(N)/N=C(\N)Nc1ccc(Cl)cc1	8	nt
46	O=C(Nc1ccc(N2CCOCC2)cc1)c1ccnc(NCCN2CCOCC2)c1	47*	-18
47	O=C(Nc1ccc(N2CCOCC2)cc1)c1cccc(-c2ccccc2)n1	-4	3
48	O=C(Nc1ccc(N2CCOCC2)cc1)c1csc(N2CCCC2CO)n1 (centres undefined)	5	11
49	Cc1ccc2c(c1)CC(C(=O)Nc1ccc(-c3cn[nH]n3)cc1)CO2 (centres undefined)	12	0
50	Cc1ccccc1C(=O)NN1C(=O)c2ccccc2C1=O	4	nt
51	CC(C)n1cnc2c(NCc3nc4ccccc4[nH]3)nc(Nc3nccc4ccccc34)nc21	-59	-18
52	CCCNC(=O)c1ccc2nc(-c3ccc4[nH]ccc4c3)sc2c1	11	8
53	CC(C)n1cnc2c(NCCOc3ccccc3)nc(-c3ccc(C(N)=O)cc3)nc21	-19	7
54	c1ccc(CNc2ncnc3nc(NCCN4CCOCC4)[nH]c23)cc1	-1	-21
55	Cc1noc(C)c1-c1nc(NC2CC2)c2ncn(C3CCCCC3)c2n1	1	5
56	COc1ccc(-c2nc(Nc3ccc(N4CCOCC4)cc3)nc(OC)n2)cc1	-1	8
57	CN1CCN(c2ccc(-c3nc(NCCc4ccc(O)cc4)c4ncn(-c5ccsc5)c4n3)cc2)CC1	-24	-6
58	c1cn(-c2ccc(Nc3nc(NC4CC4)c4ncn(C5CCCCC5)c4n3)cc2)cn1	-3	18
59	Cc1cnc(-c2ccc(C(=O)NC3CC3)cc2)nc1N	7	4
60	COc1cc(COc2cccc3ccc(N4CCC(C(N)=O)CC4)nc23)cc(OC)c1	-11	nt

# (listing goes on)
no.	canonical_smiles	ULK1 primary	ASK1 primary
61	CN1CCN(c2ccc(-c3nc(NCc4cccc(C(F)(F)F)c4)c4[nH]cnc4n3)cc2)CC1	-7	11
62	COc1ccc(-c2cc(Nc3ccccc3)ncn2)cn1	12	9
63	COc1cccc(CNC(=O)Nc2ccc(-c3cn[nH]c3)cc2OCCN(C)C)c1	3	3
64	Nc1nonc1/C(=N/OC(=O)c1ccccc1)N1CCOCC1	7	nt
65	Cc1cnc(Oc2ccccc2)nc1NCc1cccc(C(F)(F)F)c1	-9	4
66	O=C(NCCc1ccc(Cl)cc1)c1cn(-c2ccc3[nH]ncc3c2)nn1	-4	-2
67	NC(=O)c1cc2ccccc2cc1Nc1ccnc(Nc2ccc(N3CCOCC3)cc2)c1	-2	36*
68	Cc1cc(NC2CCN(Cc3ccccc3)CC2)nc(NCCCN2CCCC2=O)n1	-4	-14
69	COc1ccc(-c2nc(NCCOc3ccccc3)c3[nH]cnc3n2)cc1	0	-3
70	c1ccc2c(c1)CCN(c1nc(NC3CC3)c3ncn(-c4ccsc4)c3n1)C2	18	16
71	CCC(C(=O)NC(N)=O)c1ccccc1 (centres undefined)	12	nt
72	COc1ccc(-c2cc(NCCc3ccc(O)cc3)nc(N)n2)cn1	-24	-15
73	CN1CCN(C(=O)c2ccc(-c3cccc(C(=O)NCCN4CCOCC4)n3)cc2)CC1	-6	-9
74	CN1C(=O)Cc2cc(NS(=O)(=O)c3ccccc3)ccc21	1	nt
75	COc1ccc(CCNc2nc(NC3CCN(Cc4ccccc4)CC3)nc3c2ncn3CCN2CCCC2=O)cc1	-4	9
76	c1cc(NCCN2CCOCC2)nc(N2CCC(N3CCOCC3)CC2)n1	3	-5
77	Cc1cc(O)cc(C)c1Cl	-9	nt
78	C=C(C)C/C=C/C(=C)C[C@@H](C)[C@H]1OC(=O)[C@H](C)/C=C/C=C/[C@@H](O)[C@H](O)/C=C/CC[C@H]2CC[C@H](O2)[C@H]1O	3	4
79	COc1ccc(CCNc2nc(NCc3ccc4c(c3)OCO4)nc3c2ncn3-c2ccsc2)cc1	5	4
80	O=C(CSc1nnc(-c2ccc(O)cc2)o1)NC1CCCCC1	5	nt

# Next results.
no.	canonical_smiles	ULK1 primary	ASK1 primary
81	CC(C)N(CCNc1cc(-c2ccc(C(=O)NC3CC3)cc2)nc(N)n1)C(C)C	0	-14
82	COc1cccc(OCC(=O)NNC(=O)C(C)Oc2ccc(Cl)cc2Cl)c1 (centres undefined)	1	nt
83	COc1ccc(CCNc2ccnc(N3CCCC3CO)n2)cc1 (centres undefined)	-3	-1
84	O=C(NCCc1ccc(O)cc1)c1ccc2nc(N3CCc4ccccc4C3)sc2c1	6	11
85	CN1CCN(C(=O)c2ccc(-c3nc(Nc4ccccc4)c4ncn(C5CCCCC5)c4n3)cc2)CC1	-6	3
86	O=C(Nc1ccc2[nH]ncc2c1)[C@@H]1CCCN1C(=O)c1cc2cc(Br)ccc2[nH]1	-18	-15
87	c1nc(Nc2ccc(N3CCOCC3)cc2)cc(N2CCOCC2)n1	7	4
88	CCNc1cc(Nc2cc(OC)c(OC)c(OC)c2)nc(N)n1	-16	13
89	Cc1ncn(-c2ccc(Nc3ncc4cccc(-c5cccc6c5ccn6C)c4n3)cc2)n1	-5	-5
90	CS(=O)(=O)Nc1cccc(-c2ccnc(Nc3ccc(-n4cncn4)cc3)n2)c1	20	6
91	Cc1cnc(Nc2ccc(C(F)(F)F)cc2)nc1Nc1ccccc1	-22	-3
92	CCNc1nc(NCCOc2ccccc2)c2[nH]cnc2n1	1	14
93	OCc1nc2ccc(-c3ccncc3)cc2[nH]1	7	-2
94	Cc1cc(NCc2nc3ccccc3[nH]2)nc(-c2c(C)noc2C)n1	-5	-4
95	COCC(=O)Nc1c(I)c(C(=O)NCC(O)CO)c(I)c(C(=O)N(C)CC(O)CO)c1I (centres undefined)	2	nt
96	CN1CCN(c2ccc(-c3cccc(C(=O)Nc4ccc(N5CCOCC5)cc4)n3)cc2)CC1	0	25
97	O=C(Nc1cccc(Cl)c1N1CCC(NC2CCC2)CC1)c1ccc(Br)o1	19	10
98	Cc1ccc(OCC(=O)Nc2ccc3oc(-c4ccncc4)nc3c2)cc1C	2	nt
99	CCC(=O)Oc1ccc(/C(CC)=C(\CC)c2ccc(OC(=O)CC)cc2)cc1	-6	nt
100	COc1cc2nc(N3CCN(Cc4ccc5c(c4)OCO5)CC3)nc(Nc3ccc(NC(C)=O)cc3)c2cc1OC	-29	-1

# Next records
no.	canonical_smiles	ULK1 primary	ASK1 primary
101	c1ccc2[nH]c(CNc3cc(N4CCC(N5CCOCC5)CC4)ncn3)nc2c1	-4	-2
102	CC(C)n1c(-c2csc3ccccc23)nc2c(Nc3ccc(N4CCOCC4)cc3)ncnc21	-18	8
103	COc1cccc(COC(=O)Nc2ccc(-c3cn[nH]c3)cc2OCCN2CCOCC2)c1	-12	3
104	O=C(NCCCN1CCCC1=O)c1csc(Nc2ccncn2)n1	20	8
105	CN(C)c1cccc(Nc2nc3ccc(C(=O)Nc4ccc(N5CCOCC5)cc4)cc3s2)c1	24	29
106	Cn1c(-c2ccccc2)cnc1SCC(=O)Nc1ccccc1Cl	8	nt
107	CC(=O)OCC(=O)[C@@]1(OC(C)=O)[C@@H](C)C[C@H]2[C@@H]3C[C@H](F)C4=CC(=O)C=C[C@]4(C)[C@@]3(F)[C@@H](O)C[C@@]21C	5	nt
108	c1ccc(CNc2nc(NCc3ccc4c(c3)OCO4)nc3c2ncn3C2CCCCC2)cc1	-1	8
109	COc1cc(NC(=O)c2cccc(-n3cc(Nc4cnnn4-c4ccccc4)cn3)c2)ccc1N1CCOCC1	3	4
110	COc1nc(Nc2ccccc2)nc(-c2ccc(N3CCOCC3)nc2)n1	-6	-3
111	Cc1cc(NC2CC2)nc(-c2ccc(C(N)=O)cc2)n1	2	-17
112	FC(F)(F)c1cccc(CNc2ncnc3nc(-c4ccccc4)[nH]c23)c1	-12	-3
113	COc1cc(NC(=O)c2cccc(-c3cccc(N)c3)c2)cc(OC)c1OC	-6	15
114	Cc1nc(-c2ccccc2F)cc(N2CCN(C)CC2)n1	-7	nt
115	CC(C)n1c(Nc2cccnc2)nc2c(NC3CC3)ncnc21	3	-10
116	Nc1nc(NCc2cccc(C(F)(F)F)c2)cc(N2CCN(c3ccccn3)CC2)n1	-29	-32
117	OCCNc1nc(-c2cccs2)nc2c1ncn2-c1ccsc1	-25	5
118	CC(=O)c1cccc(-c2nccc(NC3CC3)n2)c1	-1	-4
119	CCCNc1nc(N2CCc3ccccc3C2)nc2c1ncn2C(C)C	4	18
120	COc1ccc(-c2ncc(C)c(NCCCN3CCCC3=O)n2)cc1	0	-5

# Screening data deposited in PubChem by The Scripps Research Institute Molecular Screening Center.
